Screens deposited in PubChem by Sanford-Burnham Center for Chemical Genomics.
SENP1 inh = blocks the human SENP1 SUMO protease catalytic domain; Q9P0U3; recombinant SENP1 catalytic domain, CyPet-SUMO1-YPet FRET cleavage; inhibition, % at 10 µM; 360,000 compounds, 0.21% hits; AID 624204;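 active = inhibition at least 30% at 10 µM, raw YFP signal under a set limit, fluorescence ratio 0.5 to 1.5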;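 also: 0% = enzyme with DMSO and 100% = no enzyme wells; some results filed as inactive read as strong as hits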
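System: Recombinant human SENP1 catalytic domain, His6-tagged | Incubation: Enzyme reaction for 50 min at room temperature, dark | Medium: Tris pH 8 with BME, BSA, NP40 and catalase | Also added: 25 nM SUMO1 FRET substrate | Compound: 10 µM single point, 0.5% DMSO | Measured by: FRET fluorescence in CFP and YFP emission channels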
beta cell repl = induces beta-cell replication in MIN6 cells. 330,000 compounds, 0.29% hits. MIN6 cells proliferation, ATPlite luminescence, 48 h; cells starved in 0.2% serum; 100% = growth in 10% serum. AID 2380. proliferation, % at 10 µM;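 active = compounds whose signal lies at least 3.5 SD above the mean of all wells on their plate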;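 also: 0% = DMSO-treated cells in low-serum medium and 100% = 10% serum control; some compounds called inactive have numbers as strong as hits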
UBC13 polyUb = human UBC13 polyubiquitination inhibition; inhibition, % at 20 µM; 330,000 compounds, 0.47% hits; AID 485273; UBC13 polyubiquitin chain formation, TR-FRET; P61088; in the data active = inhibition above about 45%, passing the limit was not always enough
Target sequence (P61088 whole entry, looked up): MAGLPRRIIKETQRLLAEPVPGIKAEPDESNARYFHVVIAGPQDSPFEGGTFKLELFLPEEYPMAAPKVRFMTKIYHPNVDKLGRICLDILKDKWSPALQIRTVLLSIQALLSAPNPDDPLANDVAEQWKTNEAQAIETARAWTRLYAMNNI
SENP8 block-1 = SENP8 protease inhibition; Q96LD8; purified SENP8, Z-RLRGG-aminoluciferin cleavage, luminescence; inhibition, % at 10 µM; 330,000 compounds, 1.2% hits; AID 2540; in the data active = inhibition above about 50%
HKDC1 inh = HKDC1 (human) hexokinase inhibition. Q2TB90. recombinant HKDC1, G6PDH/diaphorase resazurin coupled fluorescence. inhibition, % at 20 µM. 340,000 compounds, 0.16% hits;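 active = inhibition above about 35% when tested at 20 µM, limit read from the data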;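 also: plate controls were DMSO wells with enzyme for no effect and DMSO wells lacking enzyme for full effect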
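Incubation: 90 min at room temperature in dark / Material: recombinant HKDC1 (HK5) hexokinase enzyme, produced in-house / Quantity: enzyme 5 µg/mL final / Compound: one dose of 20 µM, 1% DMSO / Reagent: glucose and ATP substrates / Buffer or medium: Tris pH 8.0 buffer with MgCl2, Tween-20, BSA, BME / Technique: resorufin fluorescence at 613 nm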
SENP6 inh = blocks the human protease SENP6; 330,000 compounds, 1.8% hits; Q9GZR1; Recombinant SENP6 catalytic domain, aminoluciferin luminescence; AID 2599; inhibition, % at 10 µM;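 active = inhibition above about 50% at the single tested dose, limit read from the data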;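 also: plate controls were DMSO wells with enzyme for no effect and DMSO wells lacking enzyme for full effect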
Target sequence (Q9GZR1 628-1112 limits assumed): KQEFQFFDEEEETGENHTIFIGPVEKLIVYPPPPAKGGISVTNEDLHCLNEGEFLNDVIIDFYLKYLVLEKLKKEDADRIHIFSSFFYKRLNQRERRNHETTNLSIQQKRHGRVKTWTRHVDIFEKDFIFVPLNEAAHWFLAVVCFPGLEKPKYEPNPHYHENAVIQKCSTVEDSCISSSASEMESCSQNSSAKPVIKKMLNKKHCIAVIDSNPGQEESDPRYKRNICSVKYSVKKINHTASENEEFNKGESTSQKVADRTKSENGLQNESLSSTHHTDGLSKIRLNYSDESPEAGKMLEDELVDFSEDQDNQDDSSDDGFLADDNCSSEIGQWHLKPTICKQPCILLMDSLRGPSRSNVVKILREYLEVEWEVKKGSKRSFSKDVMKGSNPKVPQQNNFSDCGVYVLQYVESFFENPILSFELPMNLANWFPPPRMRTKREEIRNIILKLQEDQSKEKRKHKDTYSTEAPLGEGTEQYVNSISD
PfGluPho inh = PfG6PD (Plasmodium falciparum) enzyme inhibition | PfGluPho enzyme, NADPH resazurin-diaphorase fluorescence | 350,000 compounds, 0.78% hits | inhibition, % at 20 µM;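 active = inhibition reaching at least a set limit at 20 µM in the primary screen, cut at about 59% in these data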;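 also: 0% = DMSO wells with substrate and 100% = DMSO wells lacking glucose-6-phosphate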
SENP8 block-2 = blocks human SENP8 cleavage of Nedd8 substrate; Q96LD8; recombinant SENP8, Nedd8 substrate fluorescence; inhibition, % at 20 µM; 360,000 compounds, 0.64% hits; AID 602440; in the data active = inhibition mostly above about 40%, no sharp cut-off; inactive = mostly below about 27%
SENP7 inh = inhibitors of human SENP7 protease; 330,000 compounds, 1.5% hits; inhibition, % at 5 µM; recombinant SENP7, Z-RLRGG-aminoluciferin luminescence, 40 min; Q9BQF6;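 active = inhibition above about 50% at the single test dose, limit read from the data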;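 also: plate controls were DMSO with enzyme for no effect and no enzyme buffer wells for full effect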
Target sequence (Q9BQF6 706-1050 limits assumed): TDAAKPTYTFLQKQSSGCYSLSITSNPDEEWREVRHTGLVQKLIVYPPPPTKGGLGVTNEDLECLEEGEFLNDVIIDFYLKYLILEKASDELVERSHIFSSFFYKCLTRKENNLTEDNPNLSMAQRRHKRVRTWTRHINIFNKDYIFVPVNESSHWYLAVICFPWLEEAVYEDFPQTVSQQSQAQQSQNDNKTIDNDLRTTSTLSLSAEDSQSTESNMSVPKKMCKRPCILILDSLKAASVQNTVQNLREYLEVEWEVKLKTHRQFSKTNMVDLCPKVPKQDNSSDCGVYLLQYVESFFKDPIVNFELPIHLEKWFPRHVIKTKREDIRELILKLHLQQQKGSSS
* marks the source's active call; other numbers are inactive results; i = inactive; nt = no result given.

SMILES	SENP1 inh	beta cell repl	UBC13 polyUb	SENP8 block-1	HKDC1 inh	SENP6 inh	PfGluPho inh	SENP8 block-2	SENP7 inh
CC(=O)N1CCN(c2ccc(NC(=O)c3ccc4c(c3)OCO4)cc2)CC1	1	-3	-10	-10	-1	5	4	33	-4
COc1ccccc1/C=C/C(=O)NC(=S)NC(C)C	1	-5	-7	0	-4	-21	19	-23	9
COc1ccc([N+](=O)[O-])cc1NCc1cccnc1	6	11*	-2	19	6	11	5	26	-2
CCOC(=O)C1=C(C)N(C)C(=O)NC1c1cc2c(cc1Br)OCO2 (stereo not given)	4	-1	9	-11	3	-17	-29	16	-7
COc1cc(C2C(C#N)=C(N)Oc3cc(O)ccc32)cc(OC)c1OC (stereo not given)	-22	0	8	1	-8	-9	-13	-40	3
O=C(COc1ccccc1)N1CCN(C(=O)c2ccco2)CC1	0	-4	-5	-5	-8	11	-17	9	3
COc1cc(C)cc(CN2CCC(Cc3ccccc3)CC2)c1O	2	0	10	2	2	15	16	14	6
Cc1ccc(S(=O)(=O)NCCC(c2ccccc2)c2ccccc2)cc1C(=O)O	1	-4	-17	-17	-1	11	-7	18	-1
COc1ccccc1-c1cc(C(=O)N2CCOCC2)no1	3	-3	4	-11	-4	-6	-5	6	-4
Cc1ccccc1Nc1ncnc2c1cnn2C	-1	1	4	-1	-3	-6	0	16	-4
CCOc1cc(C(=O)NC(C)Cc2cccs2)cc(OCC)c1OCC (stereo not given)	1	1	-12	-11	12	-4	-19	-4	-9
C#CCOn1c(-n2nc(C)cc2C)nc2ccccc2c1=O	1	-4	0	-11	-3	-2	2	-7	-5
O=C(NCCc1ccc(F)cc1)c1ccncc1	4	-1	9	10	-7	-3	-3	13	-3
C=C(C)C1CC=C(C)/C(=N/NC(=O)COc2ccccc2C)C1 (stereo not given)	0	-2	6	7	7	13	6	19	7
COc1ccc(Cl)cc1S(=O)(=O)N1CCN(C(=O)c2n[nH]c(=O)c3ccccc23)CC1	1	2	-3	-2	-4	12	-9	5	7
Cc1cc(S(=O)(=O)NCC(C)C)ccc1OCC(=O)NCc1ccccn1	1	3	5	4	-5	-7	-7	0	5
Cc1ccc(CNc2cc(C(=O)O)ccc2Cl)s1	0	3	-1	3	5	-5	-41	-5	3
N#CC1C(=N)Cc2ccccc2-c2ccccc21 (stereo not given)	1	nt	nt	nt	2	nt	2	12	nt
Cc1cc2nc(SCC(=O)Nc3nonc3C)c3c(c2cc1C)CCCC3	-1	0	7	-2	-3	-16	8	2	-1
CCOC(=O)/C(C#N)=C(/C)c1ccc(OC)cc1	0	-1	0	1	-5	-2	-15	12	-2
O=C(CN1CCN(Cc2ccccc2F)CC1)Nc1ccccc1Cl	1	2	-1	-9	-3	-13	6	8	-3
OCCNc1nc2ccccc2n1CCN1CCCCC1	1	0	4	0	-3	11	-2	16	4
O=[N+]([O-])c1ccc(C(=S)N2CCCC2)cc1	4	-4	19	2	-3	-7	23	11	-2
COc1ccc(NC(=O)CN2CCN(CC(=O)Nc3ccccc3Cl)CC2)cc1Cl	0	1	16	4	-4	-8	0	25	-5
CC(CCc1ccccc1)NC(=O)c1cnc(Cl)c(Cl)c1 (stereo not given)	0	-3	7	-4	-2	-3	-4	20	5
c1ccc(-c2cnc(CSc3ncnc4sccc34)o2)cc1	-8	1	-6	0	7	-10	53	-5	-5
Cc1[nH]n(C(N)=S)c(=O)c1N=Nc1ccc([N+](=O)[O-])cc1Cl	9	-2	-136	95*	-21	94*	-21	24	70*
COc1ccccc1/C=C/C(=O)OCCN1C(=O)c2ccccc2C1=O	3	-3	3	-2	4	7	5	-33	-5
Cc1noc(C)c1S(=O)(=O)NC1CCCc2ccccc21 (stereo not given)	1	-2	-1	4	1	-12	-17	0	-7
Cc1ccc(NC(=O)CC(O)(C(F)(F)F)C(F)(F)F)cc1	1	-5	-10	-6	5	13	20	13	-10
Cc1cc(C2C(=O)c3ccccc3C2=O)c(C)c(C)c1C	2	-4	-11	3	-4	1	-14	8	-3
C=CCNC(=S)NC(=O)c1csc([N+](=O)[O-])c1	4	0	-5	0	-1	3	14	12	6
Cc1c(C)c2ccc(OCC(=O)NCCc3c[nH]c4ccccc34)c(C)c2oc1=O	-1	-2	3	5	21	-5	2	22	-4
CSc1ccccc1N=Cc1nc(-c2ccccc2)oc1O	-20	-3	-2	3	8	34	-1	-66	1
O=C(NCc1ccccn1)c1cc(Br)ccc1Cl	0	1	6	0	2	6	-11	7	6
COc1ccc(C2CC(c3ccccc3)=NN2C(=O)COC(=O)c2cccc(S(=O)(=O)N3CCOCC3)c2)cc1 (stereo not given)	-1	-1	1	-14	-1	-20	-10	23	-9
COc1cc(-c2cc(=O)c3c(O)cc(O)cc3o2)ccc1O	10	5	23	24	7	41	18	56*	32
CCOC(=O)C(NC(=O)NCc1ccc(F)cc1)(OCC)C(F)(F)F (stereo not given)	2	0	-4	-4	13	-15	-13	18	-4
NC(=O)Cn1nnc(-c2ccc(C(F)(F)F)cc2)n1	2	0	-12	-7	-3	-5	-2	24	-5
CCOC(=O)C1C(=O)CC(C)(O)C(C(=O)OCC)C1c1ccc(OCC)cc1 (stereo not given)	0	0	-2	-14	-3	-19	-4	12	8

A run of entries taken from the entries so far, for reference:
SMILES	SENP1 inh	beta cell repl	UBC13 polyUb	SENP8 block-1	HKDC1 inh	SENP6 inh	PfGluPho inh	SENP8 block-2	SENP7 inh
CC(=O)N1CCN(c2ccc(NC(=O)c3ccc4c(c3)OCO4)cc2)CC1	1	-3	-10	-10	-1	5	4	33	-4
COc1ccccc1/C=C/C(=O)NC(=S)NC(C)C	1	-5	-7	0	-4	-21	19	-23	9

18 successive compounds out of the list so far:
SMILES	SENP1 inh	beta cell repl	UBC13 polyUb	SENP8 block-1	HKDC1 inh	SENP6 inh	PfGluPho inh	SENP8 block-2	SENP7 inh
CCOC(=O)/C(C#N)=C(/C)c1ccc(OC)cc1	0	-1	0	1	-5	-2	-15	12	-2
O=C(CN1CCN(Cc2ccccc2F)CC1)Nc1ccccc1Cl	1	2	-1	-9	-3	-13	6	8	-3
OCCNc1nc2ccccc2n1CCN1CCCCC1	1	0	4	0	-3	11	-2	16	4
O=[N+]([O-])c1ccc(C(=S)N2CCCC2)cc1	4	-4	19	2	-3	-7	23	11	-2
COc1ccc(NC(=O)CN2CCN(CC(=O)Nc3ccccc3Cl)CC2)cc1Cl	0	1	16	4	-4	-8	0	25	-5
CC(CCc1ccccc1)NC(=O)c1cnc(Cl)c(Cl)c1 (stereo not given)	0	-3	7	-4	-2	-3	-4	20	5
c1ccc(-c2cnc(CSc3ncnc4sccc34)o2)cc1	-8	1	-6	0	7	-10	53	-5	-5
Cc1[nH]n(C(N)=S)c(=O)c1N=Nc1ccc([N+](=O)[O-])cc1Cl	9	-2	-136	95*	-21	94*	-21	24	70*
COc1ccccc1/C=C/C(=O)OCCN1C(=O)c2ccccc2C1=O	3	-3	3	-2	4	7	5	-33	-5
Cc1noc(C)c1S(=O)(=O)NC1CCCc2ccccc21 (stereo not given)	1	-2	-1	4	1	-12	-17	0	-7
Cc1ccc(NC(=O)CC(O)(C(F)(F)F)C(F)(F)F)cc1	1	-5	-10	-6	5	13	20	13	-10
Cc1cc(C2C(=O)c3ccccc3C2=O)c(C)c(C)c1C	2	-4	-11	3	-4	1	-14	8	-3
C=CCNC(=S)NC(=O)c1csc([N+](=O)[O-])c1	4	0	-5	0	-1	3	14	12	6
Cc1c(C)c2ccc(OCC(=O)NCCc3c[nH]c4ccccc34)c(C)c2oc1=O	-1	-2	3	5	21	-5	2	22	-4
CSc1ccccc1N=Cc1nc(-c2ccccc2)oc1O	-20	-3	-2	3	8	34	-1	-66	1
O=C(NCc1ccccn1)c1cc(Br)ccc1Cl	0	1	6	0	2	6	-11	7	6
COc1ccc(C2CC(c3ccccc3)=NN2C(=O)COC(=O)c2cccc(S(=O)(=O)N3CCOCC3)c2)cc1 (stereo not given)	-1	-1	1	-14	-1	-20	-10	23	-9
COc1cc(-c2cc(=O)c3c(O)cc(O)cc3o2)ccc1O	10	5	23	24	7	41	18	56*	32

Going on with the list:
SMILES	SENP1 inh	beta cell repl	UBC13 polyUb	SENP8 block-1	HKDC1 inh	SENP6 inh	PfGluPho inh	SENP8 block-2	SENP7 inh
NNC(=O)CNC(c1ccccc1)c1cc(Br)ccc1NC(=O)c1ccccc1Br (stereo not given)	0	-1	4	5	-4	-6	-6	21	5
COc1ccc2nc(-c3ccc(N)cc3)[nH]c2c1	-2	-3	-29	54*	0	75*	35	i	83*
CC1(C(=O)NCCOc2ccccc2Cl)CC1(Cl)Cl (stereo not given)	1	0	9	-10	6	-15	-18	21	-6
Cc1ccc(-c2cc(C(F)F)nc(NCC3CCCO3)n2)cc1 (stereo not given)	1	-1	14	0	-1	2	5	-258	1
CC(=O)Nc1ccc(NC(=O)C(C)OC(=O)C2CCN(S(=O)(=O)c3ccccc3C(F)(F)F)CC2)cc1 (stereo not given)	0	3	0	14	1	-1	-3	7	0
CCN1CCN(S(=O)(=O)c2ccc(Br)s2)CC1	0	1	8	3	-9	9	-3	18	1
O=[N+]([O-])c1ccc(C2=NN(c3ccccc3)C(c3ccco3)C2)cc1 (stereo not given)	-33	nt	nt	nt	1	nt	29	-14	nt
COc1ccc(Cl)cc1NC(=O)CCNC(=O)OCc1ccccc1	3	-1	10	-3	-6	-1	17	8	0
COC(/C=C/Nc1ccc(C)c(C)c1)=C(C#N)C#N	1	-4	7	8	-10	-5	-5	-2	9
COc1ccc(NC(=O)c2cccnn2)cc1	0	-1	2	-13	-4	-11	-9	9	-4
O=C(NCCc1ccccc1)N1c2ccccc2Sc2ccccc21	1	0	2	7	-4	8	28	19	15
Cc1cc(C)c(NC(=O)CCCCCNC2CCCCC2)c(C)c1	-5	0	-2	-7	-1	-12	17	12	1
Cc1c(C(=O)Nc2ccccc2F)sc2nc3n(c(=O)c12)CCC3	0	0	-1	-7	4	-6	-8	5	12
Cc1ccc2c(c1)c(C)c(C)n2CC(O)Cn1nnc2ccccc21 (stereo not given)	1	-2	-4	0	5	-4	-7	-44	5
Cc1ccc(Nc2ncnc(Cl)c2N)cc1	1	nt	nt	nt	-4	nt	11	3	nt
O=C(NCCS(=O)(=O)N1CCN(c2ccccc2F)CC1)c1c(F)cccc1F	0	0	-2	-7	0	7	0	0	-10
